Screening results (PubChem BioAssay)
miR122 inh: blocks miR-122 activity in Huh7 sensor cells. 340,000 tested, 0.3% active. activation (reporter increase), % at 12.5 µM. Huh7 miR-122 Renilla luciferase sensor, 48 h; neutral wells = 0, positive control = 100;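 active = mean replicate activation score at least 90 and every replicate individually at or above 90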;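 also: higher luciferase means less miR-122 activity so hits act as miR-122 inhibitors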
The depositor's hits bear a star. Some of the compounds tested. The share of hits here may be higher or lower than overall.

SMILES	miR122 inh
Cc1ccc(Cn2nnc3c(=O)n(CC(=O)N4CCCc5ccccc54)cnc32)cc1	1.4
CCN(CCCNC(=O)Cn1ncc2c([nH]c3ccc(C)cc32)c1=O)c1cccc(C)c1	-7.6
Cc1ccc(NC(=O)C(C)N2C(=O)c3ccccc3C2=O)cc1 (configuration not stated)	-2.5
CC(=O)CC(C)(C)S(=O)(=O)c1ccc(Oc2ccc(S(=O)(=O)C(C)(C)CC(C)=O)cc2)cc1	1.2
COc1cc(C)c(N(C(C)=O)c2ccccc2)c(C)c1	-3.8
Cc1cc(-n2nc(C)cc2C)nc(NS(=O)(=O)c2ccccc2)n1	-8.1
COc1ccc2oc(C(F)(F)C(F)F)cc(=O)c2c1	3.5
COc1cccc(OCCOc2ccccc2[N+](=O)[O-])c1	-7.4

Rewritten with each value named: part of the list above
COc1cc(C)c(N(C(C)=O)c2ccccc2)c(C)c1
  miR122 inh = -3.8
Cc1cc(-n2nc(C)cc2C)nc(NS(=O)(=O)c2ccccc2)n1
  miR122 inh = -8.1
COc1ccc2oc(C(F)(F)C(F)F)cc(=O)c2c1
  miR122 inh = 3.5
COc1cccc(OCCOc2ccccc2[N+](=O)[O-])c1
  miR122 inh = -7.4

Continuation:
SMILES	miR122 inh
Cc1cc(C(F)F)n2nc(C(=O)Nc3ccc(S(=O)(=O)N4CCCC4)cc3)nc2n1	5.7
CCOc1cc(S(=O)(=O)NCC2OCCc3ccccc32)c(OCC)cc1-n1cnnn1 (configuration not stated)	23.6
Cc1[nH]nc(-c2ccc(OCc3cnn(-c4ccccc4)c3)c(C)c2O)c1Oc1ccccc1	-1.7
COC(=O)C1=C(N)Oc2cc(C)n(Cc3cccnc3)c(=O)c2C1c1ccccc1OC (configuration not stated)	-7.2
O=C(Nc1ccccc1)Nc1nncs1	-2.0
O=C(CSc1n[nH]c(-c2ccccc2)n1)c1ccc(O)c(O)c1	12.0
Fc1ccc(Br)cc1/C=N/n1cnnc1	-0.1
NC1=NCc2ccccc21	0.8

Reprinted from the listing, 2 compounds:
SMILES	miR122 inh
Fc1ccc(Br)cc1/C=N/n1cnnc1	-0.1
NC1=NCc2ccccc21	0.8

(next part)
SMILES	miR122 inh
CC(C)(C)OC(=O)N1CC=C2C(C#N)=C(N)C(C#N)(C#N)C(c3cccs3)C2C1 (configuration not stated)	1.9
CCOC(=O)c1c(NC(NC(C)=O)C(Cl)(Cl)Cl)sc(C(C)=O)c1C (configuration not stated)	-6.5
C=CCS/C(=N\n1cnc2ccccc2c1=O)N1CCCCC1	5.0
O=C(C1CCCN(Cc2ccc3c(c2)OCO3)C1)N1CCCC1 (configuration not stated)	-4.3
O=S(=O)(N1CCCCC1)N1CCN(c2ccccc2F)CC1	3.6
CCOC(=O)c1cc2occc2n1CC(=O)NC1CCC(C)CC1 (configuration not stated)	4.2
Cc1cc(N2C(=O)C(O)=C(C(=O)c3ccc(C)o3)C2c2cccs2)no1 (configuration not stated)	-6.4
O=C(CSc1ncccn1)NN=C1CCCCCCC1	-9.8

Three entries from above, ordered by the value under miR122 inh, low to high.
smiles | miR122 inh
Cc1cc(-n2nc(C)cc2C)nc(NS(=O)(=O)c2ccccc2)n1 | -8.1
CCN(CCCNC(=O)Cn1ncc2c([nH]c3ccc(C)cc32)c1=O)c1cccc(C)c1 | -7.6
O=C(Nc1ccccc1)Nc1nncs1 | -2.0

(list continues)
SMILES	miR122 inh
O=S(=O)(O)c1cc(O)c2c(O)c(N=Nc3cc(Cl)ccc3O)c(S(=O)(=O)O)cc2c1	-31.6
CC(=O)c1ccc(NC(=O)c2ccc3nc(-c4ccco4)c(-c4ccco4)nc3c2)cc1	-0.4
CC(=O)Nc1cc2c(cc1C(=O)c1ccccc1)OCCO2	-2.4
CSCCC(NC(=O)OCc1ccccc1)C(=O)O (configuration not stated)	8.2
COc1cc(C2c3c(oc4cc(C)c(C)cc4c3=O)C(=O)N2c2cc(C)ccn2)ccc1O (configuration not stated)	0.5
N#Cc1c(N)nc(SCC(=O)NCc2ccc3c(c2)OCO3)c(C#N)c1-c1cccs1	-6.3
CCn1cc(C(=O)OCc2ccccc2)c(=O)c2ccc(C)nc21	-4.9
CC1CCc2c(nc3ncnn3c2Nc2ccc(OC(F)(F)F)cc2)C1 (configuration not stated)	-9.6
COc1cccc2sc(Nc3nc(-c4ccccn4)cs3)nc12	33.2
CN1OC[C@@H]2CN[C@H](c3ccc(-c4cc5ccccc5o4)cc3)C[C@@H]21	-3.2
Cc1ccc(SC/C(O)=C(\C#N)c2nc3ccccc3n2C)cc1	-5.6
CON(c1nc(Cl)nc(N(C)C)n1)S(=O)(=O)c1ccccc1Cl	1.1
Nn1c(-c2cccc(Br)c2)n[nH]c1=S	-2.8
CCCc1cc(=O)[nH]c(Nc2cc(OC)ccc2OC)n1	-2.9
CCOC(=O)N1CCC(NC(=O)C2CCN(S(=O)(=O)c3c(C)noc3C)CC2)CC1	0.1
O=C(COC(=O)c1cccc(S(=O)(=O)N2CCN(c3ccccc3)CC2)c1)NCc1ccco1	-1.0
O=C1C=C(NCc2ccc(Cl)c(Cl)c2)CC1	2.5
CCCc1noc2c1C(c1ccoc1)C(C#N)=C(N)N2 (configuration not stated)	-0.8
c1ccc(CCNc2nnnn2-c2ccccc2)cc1	-45.5
O=c1c2ccccc2nc(CSc2ncnc3nc[nH]c23)n1-c1cccc(C(F)(F)F)c1	8.0
COc1ccc2cc(C(c3nnnn3C3CCCCC3)N3CCCCCC3)c3nnnn3c2c1 (configuration not stated)	-2.5
CN(CCOC(=O)c1ccc2c(c1)OCCO2)Cc1ccccc1	-2.7
CCC(CC)c1nnc(NC(=O)c2c(C)nn(Cc3ccccc3Cl)c2C)s1	-7.3
Cc1ccc(C2CC(=O)NC(SCC(=O)Nc3nccs3)=C2C#N)cc1 (configuration not stated)	-3.8
CC(C)COc1ccc(C(=O)Nc2ccc(NC(=O)c3ccco3)c(Cl)c2)cc1	-3.9
COc1ccccc1NC(=O)N(CCCN1CCOCC1)Cc1cc2cc3c(cc2[nH]c1=O)OCO3	-7.6
O=[N+]([O-])c1cc2c(cc1C=Nc1ccccc1)OCO2	-0.8
CCOC(=O)CSc1nc(N)c(C#N)c(-c2cccs2)c1C#N	-1.7
CCOc1ccccc1C(=O)NCc1ccco1	-8.5
CC(C)(C)CC(C)(C)NC1=CC(=O)OC12CCCCC2	-0.8
O=C(CN1CCN(c2ccccc2F)CC1)c1c[nH]c2ccccc12	6.7
COc1ccc(-c2oc3ncnc(NCCN4CCOCC4)c3c2-c2ccc(OC)cc2)cc1	-1.2
O=C(NCCOC(=O)c1cccs1)c1cccnc1	12.3
O=C1CC(SC(=Nc2ccccc2)Nc2ccccc2)C(=O)N1c1cccc(Cl)c1 (configuration not stated)	2.2
CC1CCN(C(=O)COC(=O)c2n[nH]c3ccccc23)CC1	6.1
Cn1c(=O)oc2cc(S(=O)(=O)NCc3ccccc3)ccc21	59.9
C=CCNC(=O)C1CC(c2cccc(OC)c2)=NO1 (configuration not stated)	1.2
CCOc1cc(CNCCN(C)C)c(Cl)cc1OCC(=O)NCCc1ccccc1	-3.3
COc1ccc(C2CC(C(F)(F)F)n3nc(C(=O)Nc4ccc5c(c4)OCO5)cc3N2)cc1 (configuration not stated)	3.7
COC(=O)C1C(=O)C2=C(CC1C)NC(=O)CC2c1ccc(O)c(OC)c1 (configuration not stated)	-0.9

(list continues)
Structure | miR122 inh
CC1CCc2sc3c(c2C1)c1ncnn1c(=O)n3CC(=O)c1ccc(Br)cc1 (configuration not stated) | -1.4
S=C1NCCOCCOCCOCCN1 | -4.0
N#Cc1nc(-c2ccccc2Cl)oc1NCc1ccco1 | -0.2
CCOC(=O)C(=O)/C(=C\N(C)C)c1onc(-c2c(Cl)cccc2Cl)c1C(=O)OC | 3.3
O=c1oc2ccccc2c(Nc2cccc3ccccc23)c1[N+](=O)[O-] | 11.5
CC12CCC(C(=O)N(c3ccccn3)c3ccccn3)(OC1=O)C2(C)C (configuration not stated) | -0.9
Cc1ccc2cc(CN(Cc3nnnn3Cc3ccco3)CC3CCCO3)c(=O)[nH]c2c1C (configuration not stated) | 14.2
CCOc1ccc2c(O)csc2c1 | -2.1
Cc1ccccc1-c1nc2ccccc2[nH]1 | -4.8
COc1ccccc1N1C(=O)C2C3C=CC(C3)C2C1=O (configuration not stated) | -1.9
O=C(CCOc1ccccc1)Nc1ccccc1F | -10.9
COc1ccc(Oc2coc3cc(OC(=O)c4cncc(Br)c4)ccc3c2=O)cc1 | -5.0
O=S(=O)(c1ccccc1Cl)N1CCCC(c2nc(-c3cccnc3)no2)C1 (configuration not stated) | -2.5
CC1(C)Cc2ccccc2-c2nc3ccccc3c(=O)n21 | 2.6
CCOC(=O)COc1ncn(-c2ccccc2)n1 | 10.4
CC(=O)Nc1ccc(SCC(=O)c2cc(C)n(CC(F)(F)F)c2C)cc1 | -0.7
COc1cccc(-c2nn(C)c3sc(C(=O)N4CCN(c5ccccn5)CC4)cc23)c1 | -4.2
CC(C)(C)N1C(=O)[C@H]2[C@@H](c3ccc(Br)cc3)N3C(=O)N(c4cccc(Br)c4)C(=O)[C@@]3(Cc3ccccc3)[C@H]2C1=O | -7.7
CCc1nn2c(N3CCOCC3)cc(C)nc2c1-c1ccc(F)cc1 | -0.4
Cc1cccc(OCCCC(=O)O)c1 | 2.4
O=C(NC1(O)C(=O)c2ccccc2C1=O)c1ccccc1 | 4.1
NNC(=O)CNC(=O)c1cccc(Br)c1 | 1.8
COc1ccccc1-c1nnc(NC(=O)C(C)C)s1 | 13.9
OC(CN1CCN(c2cccc(C(F)(F)F)c2)CC1)c1c[nH]c2ccccc12 (configuration not stated) | 1.2
Cc1cccc(/C=N/NC(=O)c2cc3c(s2)-c2ccccc2CC3)c1 | 1.8
CCOc1ccccc1NC(=O)C1CCCN(S(=O)(=O)c2ccc(OC)c(C)c2)C1 (configuration not stated) | -2.4
Cc1ccc2ncnc(NCCC(=O)O)c2c1 | -5.9
COC(=O)c1ccc(N2C(=O)CC(N(C)Cc3ccccc3)C2=O)cc1 (configuration not stated) | -4.5
Cc1cccc(C)c1OCC(=O)Nn1c(C)nc2ccccc2c1=O | 0.7
FC(F)(F)C1=CC(c2ccc(Cl)cc2)=NCCN1 | -5.9
COc1ccc(CCn2nnnc2C(C(C)C)N2CCC(C(N)=O)CC2)cc1OC (configuration not stated) | -0.9
O=C(Nc1ccccc1)Nc1ccccn1 | 0.0
CN(CCCNC(=O)c1ccc(N2CCCC2=O)cc1)c1ccccc1 | 0.5
Cc1nnc(NC(=O)CN2C(=O)c3ccccc3S2(=O)=O)s1 | -6.0
Cc1nc(C)c(NC(=O)N2CCc3ccccc32)cc1NC(=O)N1CCc2ccccc21 | -2.5
COC(=O)[C@@H](NC(=O)NCc1cccc(OC)c1)C(C)C | -2.1
COc1ccc(C2NS(=O)(=O)OCC2C)cc1 (configuration not stated) | 5.4
CCN(CC)c1ccc(NC(=O)CSc2nnc3nc(C)cc(C)n23)cc1 | -9.1
N#CCSc1nc2cc(C(=O)N3CCC(C(N)=O)CC3)ccc2c2nc3ccccc3n12 | -10.8
Cc1cccc(NC(=S)NNC(=O)CC(C)O)c1C (configuration not stated) | 3.9
CCOC(=O)C1=C(C)N(C)C(=O)NC1c1c(C)nn(-c2ccccc2)c1C (configuration not stated) | -0.9
Cc1ccc(SCC(=O)N(Cc2nc(-c3ccccc3)no2)C(C)C)cc1 | -4.1
COc1ccc(CC(=O)Nc2ccc(S(=O)(=O)Nc3cc(C)on3)cc2)cc1OC | -3.2
CCC(C)NC(=O)c1ccccc1C(=O)NC(C)CC (configuration not stated) | 2.9
CCNC(=O)c1ccccc1NC(=O)c1cccc(S(=O)(=O)N2CCC(C)CC2)c1 | 76.7
CCOC(=O)c1cnc(-n2nc(C)cc2C)nc1NNc1nc(-c2ccccc2)cc(-c2ccccc2)n1 | 11.0
O=C(Nc1nnc(SCc2ccc(F)cc2)s1)c1ccco1 | -2.1
COc1ccc(NS(=O)(=O)c2ccc(O)c(NC(=O)c3cc4c(C)nn(-c5ccc(F)cc5)c4s3)c2)cc1 | 3.0
Cc1ccccc1C(=O)NN(C)c1nc2ccccc2nc1C(F)(F)F | -5.0
Cc1cccc(OC(=O)c2cccnc2)c1 | -4.8
O=c1c2cnn(-c3ccc(F)cc3)c2ncn1Cc1cccnc1 | -0.4
O=C(NNC(=O)c1ccc(O)cc1O)c1ccc(Cl)cc1 | -1.4
O=C(NCc1ccc(Cl)cc1)c1cccnc1 | -6.5
CCCn1c(SCC(=O)Nc2ccccc2Oc2ccccc2)n[nH]c1=O | -0.8
Cc1ccc(C(=O)Nc2ncc3c(Cl)cccc3n2)cc1 | -2.7
O=C(CSc1nnc(COc2cccc3ccccc23)o1)N1c2ccccc2CCc2ccccc21 | -3.5
COC(=O)c1sc(NC(=O)c2csc3c2CCCC3)nc1C | -4.2
Cc1cc(=O)oc2cc(OCC(=O)N3CCCC(C)C3)ccc12 (configuration not stated) | 3.5
O=c1c2ccccc2c(-c2ccc(Br)cc2)nn1Cc1ccccc1 | 0.2
O=C(C1CCCN(S(=O)(=O)c2cnc[nH]2)C1)N1CC(=O)N(CCc2ccccc2)C(=O)C1 (configuration not stated) | -0.6

Next entries:
Structure | miR122 inh
CCCn1nnnc1-c1ccc(Cl)cc1 | 1.3
Cc1ccc(Oc2ncccc2/C=N/OCc2ccc(Cl)cc2Cl)cc1 | -0.9
CCN(CC)C(=O)N1c2ccccc2C=Cc2ccccc21 | -1.8
COC(=O)C1=C(C)NC(=O)C1(Nc1nccs1)C(F)(F)F (configuration not stated) | 2.0
CC(/C=N/Nc1nnc2c(n1)[nH]c1ccccc12)=C\c1ccco1 | 6.0
CCC(CC)C(=O)c1c[nH]c(C(=O)NCC2CCCO2)c1 (configuration not stated) | -0.6
COC(=O)C(Cc1ccccc1)NC(=O)CSc1nc(N)cc(=O)[nH]1 (configuration not stated) | -1.9
Cc1ccc(S(=O)(=O)Cn2nnnc2CN(Cc2ccco2)CC2CCCO2)cc1 (configuration not stated) | 0.5
N#C/C(=C\c1cccc(Oc2ccc(C(F)(F)F)cc2[N+](=O)[O-])c1)c1nc2ccccc2[nH]1 | 0.8
